# From PubChem
# Diaphorase act = compounds boosting diaphorase resazurin reduction – biochemical, uHTS, resorufin fluorescence, counter-screen for diaphorase-coupled primary assays, primary screen | 190,000 compounds, 0.005% hits | Diaphorase/resazurin coupled assay, 16 min; hits give high values; 1 = vehicle wells, 0 = NADH-free wells | AID 1229, 2008 | activation factor at 20 µM;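 active = diaphorase activity raised at least twofold by the compound at 20 µM; inactive = activation factor below 2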
#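 Assay system: Purified diaphorase enzyme from Clostridium kluyveri | Amount: Enzyme 0.07 U/mL final | Dosing: Compound 20 µM once, DMSO 1% | Timing: 16 min reaction at room temperature | Detection: Fluorescence, excitation 544 nm and emission 590 nm | Evaluation: Higher resorufin formation from activation or reduction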
# TNAP inh no acc = human TNAP enzyme inhibitors, primary screen, biochemical, luminescent, no phosphate acceptor, uHTS | Alkaline phosphatase, tissue-nonspecific isozyme (Homo sapiens), P05186 | purified TNAP, CDP-star luminescence, 30 min | inhibition, % at 20 µM | 200,000 compounds, 0.26% hits | AID 1012, 2008;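 active = tissue-nonspecific alkaline phosphatase inhibition above about 50% at 20 µM in the single-dose screen, limit read from the data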;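 note: 0% = DMSO negative control and 100% = EDTA positive control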
# Target sequence (P05186 whole entry, looked up): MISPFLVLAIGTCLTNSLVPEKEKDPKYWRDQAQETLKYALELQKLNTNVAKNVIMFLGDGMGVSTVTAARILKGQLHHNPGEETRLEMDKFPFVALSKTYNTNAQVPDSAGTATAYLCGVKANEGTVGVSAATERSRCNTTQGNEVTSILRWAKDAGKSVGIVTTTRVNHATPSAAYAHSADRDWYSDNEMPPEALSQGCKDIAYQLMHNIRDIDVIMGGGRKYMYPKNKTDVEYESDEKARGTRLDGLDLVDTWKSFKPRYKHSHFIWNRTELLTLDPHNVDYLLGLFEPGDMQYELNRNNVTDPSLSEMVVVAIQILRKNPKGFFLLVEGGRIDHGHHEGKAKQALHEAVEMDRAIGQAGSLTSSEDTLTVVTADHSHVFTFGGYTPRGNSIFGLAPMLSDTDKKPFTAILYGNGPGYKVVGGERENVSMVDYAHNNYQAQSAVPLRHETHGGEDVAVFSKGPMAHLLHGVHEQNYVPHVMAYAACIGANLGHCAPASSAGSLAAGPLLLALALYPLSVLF
# PMI act = activators of human PMI, primary screen, biochemical, fluorescence intensity, near-Km mannose 6-phosphate. purified human PMI, coupled resazurin fluorescence, 20 min; hits give high values; 1 = vehicle control, 0 substrate-free wells. activation factor at 20 µM. 190,000 compounds, 0.005% hits;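 active = activation factor of 2 or more at 20 µM, relative to plate controls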
# Target sequence (P34949 whole entry, looked up): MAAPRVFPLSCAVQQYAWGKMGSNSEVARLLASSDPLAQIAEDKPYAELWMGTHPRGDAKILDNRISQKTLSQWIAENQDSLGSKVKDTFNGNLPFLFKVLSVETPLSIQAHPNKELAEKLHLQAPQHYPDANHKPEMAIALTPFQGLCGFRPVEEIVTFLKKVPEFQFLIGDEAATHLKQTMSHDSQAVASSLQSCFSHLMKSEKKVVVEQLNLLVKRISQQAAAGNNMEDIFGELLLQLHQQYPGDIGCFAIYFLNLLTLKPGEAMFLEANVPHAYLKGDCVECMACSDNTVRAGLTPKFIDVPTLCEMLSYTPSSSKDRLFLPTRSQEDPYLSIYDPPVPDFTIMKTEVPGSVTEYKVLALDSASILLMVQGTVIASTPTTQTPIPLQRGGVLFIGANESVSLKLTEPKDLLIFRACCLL
# bIAP inhibitor = bovine intestinal alkaline phosphatase inhibitors, primary screen, selectivity assay for TNAP inhibitor project, biochemical, bovine IAP, CDP-star luminescence. inhibition, % at 20 µM. AID 1019, 2008. purified bovine IAP, 30 min. 190,000 tested, under 10 active. alkaline phosphatase, intestinal [Bos taurus];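 active = over 50% inhibition of intestinal alkaline phosphatase at 20 µM in the single-dose screen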
#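 System: purified bovine intestinal alkaline phosphatase (IAP) enzyme; Input: IAP diluted 1/65,000,000 in the well; Measured by: CDP-star luminescence signal; Compound dosing: 20 µM single dose; Incubation: 30 min reaction at room temperature.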
# PMI act hi M6P = human PMI activators, high substrate, primary screen, biochemical, fluorescence intensity, near-saturating mannose 6-phosphate; coupled PMI enzyme assay, resazurin fluorescence, 20 min; hits give high values; 1 = untreated enzyme, 0 = substrate-free blank; activation factor at 20 µM; 190,000 compounds, 0.34% hits; AID 1216, 2008;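 active = activation factor of 2 or more at 20 µM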
#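 Test system: human phosphomannose isomerase with PGI, G6PDH, diaphorase coupling enzymes; amount: 15 ng/mL PMI; incubation: enzyme reaction with compound 20 min at room temperature; technique: resorufin fluorescence (Ex 544/Em 590 nm) from resazurin via diaphorase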
# bIAP act = bovine intestinal alkaline phosphatase activators, primary screen, biochemical, bovine IAP, CDP-star luminescence; alkaline phosphatase, intestinal [Bos taurus]; purified bovine IAP, 30 min; hits give high values; fold of DMSO-control signal, blank-subtracted; activation factor at 20 µM; 200,000 compounds, 0.17% hits; AID 1016, 2008;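 active = activation factor of 2 or more at 20 µM, a signal rise over negative controls twice the positive control's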
# TNAP act hi DEA = TNAP activators at high phosphate acceptor level, primary screen, biochemical, luminescence, uHTS; Alkaline phosphatase, tissue-nonspecific isozyme (Homo sapiens), P05186; purified TNAP, CDP-star luminescence, 1 M DEA, 30 min; hits give high values; 0 = EDTA background, 1 = DMSO-only activity; activation factor at 20 µM; 200,000 tested, under 10 active; AID 1136, 2008;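 active = activation factor at least 2 at 20 µM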
#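 Test system – human TNAP · Doses – 20 µM single point · Incubation – 30 min, room temperature · Signal – luminescent substrate turnover signal · Read-out basis – activation factor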
# TNAP inh hiacc = human TNAP enzyme inhibitors, primary screen, biochemical, luminescent, high phosphate acceptor level, uHTS; Alkaline phosphatase, tissue-nonspecific isozyme (Homo sapiens), P05186; purified TNAP, CDP-star luminescence, 1 M DEA; inhibition, % at 20 µM; 200,000 compounds, 0.03% hits;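 active = over 50% inhibition of tissue-nonspecific alkaline phosphatase at 20 µM in the single-dose screen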;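 note: plate controls were DMSO wells for no effect and EDTA-quenched wells as full inhibition for full effect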
# Lmaj promast = Leishmania major promastigote growth inhibition, primary screen; Leishmania major promastigotes, resazurin fluorescence viability; inhibition, % at 10 µM; 200,000 compounds, 9% hits; AID 1063, 2008; in the data active = inhibition above about 50%;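 note: promastigotes grown with compound for 44 hours at 28 °C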
# Diaph inh CS = diaphorase inhibitors and chemical oxidizers, primary screen, counter-screen for diaphorase-coupled primary assays, biochemical, uHTS, resorufin fluorescence. 190,000 compounds, 0.69% hits. inhibition, % at 20 µM. diaphorase resazurin-to-resorufin fluorescence, NADH, 16 min; bacterial (C. kluyveri) enzyme, not human. AID 1217, 2008;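 active = primary screen inhibition at 20 µM above a set limit, cut at about 50% in these data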;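 note: plate controls were DMSO with full reaction for no effect and wells lacking NADH for full effect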
#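 Detection: fluorescence of resorufin formed from resazurin, Ex 544/Em 590 nm; test system: Clostridium kluyveri diaphorase enzyme; amount: 0.14 U/mL diaphorase, enzyme working solution; times: 16-min room-temperature incubation before reading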
# * hit, by the source's call; · = not tested or not shown.
no.	Molecule	Diaphorase act	TNAP inh no acc	PMI act	bIAP inhibitor	PMI act hi M6P	bIAP act	TNAP act hi DEA	TNAP inh hiacc	Lmaj promast	Diaph inh CS
1	Cc1ccc(NC(=O)c2cccs2)cc1S(=O)(=O)N(C)C	0.8	-16	0.9	14	0.9	0.9	1	0	4	22
2	Fc1ccccc1N1CCN(c2cnc3ccccc3n2)CC1	0.9	-8	0.9	8	1	0.9	1	-2	-10	11
3	CCOc1cc(C=O)cc(Br)c1OCC(=O)NCCc1ccccc1	0.8	-8	0.9	1	0.8	1	1	-4	46	16
4	COc1cc(C(=O)Nc2nnc(C)s2)cc(OC)c1OC	0.9	-12	0.9	20	0.9	0.8	1	-4	4	12
5	Nn1c(SCc2cn3ccccc3n2)nnc1-c1ccncc1	1	-16	1.1	6	1.1	0.9	1	-1	-3	4
6	Cc1ccc(NC(=S)Nc2ccc(F)cc2)c(C)c1	1	-5	1	-17	1.1	1.2	1	-3	26	1
7	CCOC(=O)c1cc2occc2n1CC(=O)NCCOC	1	-4	1.1	-3	1.1	1	1	1	-3	4
8	COc1ccc(-c2cc(C3CCN(c4ncccc4[N+](=O)[O-])CC3)[nH]n2)cc1	0.5	60*	0.8	20	0.8	0.8	1	-1	12	52*
9	O=C(N/N=C/c1c(F)c(F)c(F)c(F)c1F)c1cccc(S(=O)(=O)N2CCOCC2)c1	1	-10	1.1	12	1.1	0.9	1	-2	-2	3
10	CC(C)CN1CN(Cc2ccco2)CNC1=S	0.9	-1	0.9	-16	0.9	1.2	1	1	-7	9
11	O=C(CN(C1CCCCC1)S(=O)(=O)c1ccccc1)N1CCCC1	0.9	-15	1	4	0.9	1	1.1	-6	-3	11
12	O=C(Nc1cccc2c1C(=O)NC2=O)c1cccnc1Cl	1	3	1	2	1	1	1	-2	-4	4
13	O=C(CCc1ccccc1)Nc1ccccc1C(=O)N1CCOCC1	1	-5	1	7	1	0.9	1	-2	1	5
14	CCOc1ccc(-c2nn3c(-c4ccc(OC)cc4)nnc3s2)cc1	1	6	1.1	4	1.1	1	1	-2	·	-4
15	CCOc1ccccc1OCC(=O)NCCc1ccc(S(N)(=O)=O)cc1	0.8	-4	1	8	0.9	0.9	1.1	-6	-9	17
16	COc1ccc(S(=O)(=O)Nc2cc(Cl)ccc2OC)cc1	0.7	-3	0.9	0	0.8	1	1	-1	9	26
17	COc1ccc(CC(=O)NC2CC(C)(C)NC(C)(C)C2)cc1	1	-5	1.1	-4	1.1	1	1	0	-5	1
18	Cc1ccc(C(c2sc3nc(C)nn3c2O)N2CCN(C(=O)c3ccco3)CC2)cc1 (stereo unspecified)	0.8	-3	1	12	0.9	0.9	1	-4	-4	16
19	CCCNC(=S)NCc1ccc(Cl)cc1	0.9	-4	0.8	7	0.9	0.9	1	0	-7	12
20	CCCCCC1NC(=O)NC1CCCCCC(=O)O (stereo unspecified)	0.9	-8	0.9	6	1	0.9	1	3	0	6
21	O=C(COc1ccc(N2C(=O)c3ccccc3C2=O)cc1)c1ccccc1	0.9	-2	0.9	1	1.1	1	1	2	-4	9
22	Cc1nonc1NC(=O)CSc1nnc(-c2ccoc2C)n1-c1cccc(Cl)c1	0.8	0	1	-1	1	1	1	3	2	16
23	Nc1cc(C2CCCC2)nn1-c1ccccc1	0.9	-6	0.9	15	0.9	0.9	1	-2	1	13
24	CCN(CC)S(=O)(=O)c1ccc(NS(=O)(=O)c2ccc(OC)c([N+](=O)[O-])c2)cc1	0.8	-11	1.1	0	1	1	1.1	-7	0	16
25	O=C(c1ccccc1Cl)N1CCN(c2ccccn2)CC1	0.9	-12	0.9	5	0.9	0.9	1.1	-6	-6	14
26	Cc1ccccc1OCC(=O)N/N=C/c1ccc([N+](=O)[O-])o1	0.9	9	0.9	-1	1.2	1	0.9	10	98*	8
27	Cc1ccc(OCC(=O)n2cnnc2N)c(C)c1	0.9	-6	0.8	5	1	1	1	-2	-4	15
28	Cc1cccc(NC(=O)CCN2C(=O)C3C4C=CC(C4)C3C2=O)n1 (stereo unspecified)	0.8	-12	0.9	13	0.9	0.9	1	-4	-3	19
29	COc1cccc(/C=N/N2CCOCC2)c1O	0.8	-12	1	13	1	0.9	1	0	-9	20
30	CCCc1nc(SCC(=O)Nc2cc(C)on2)c2ccccc2n1	0.9	-14	1	14	1	0.9	1.1	-5	20	8
31	O=C(N/N=C/C1CC=CCC1)c1ccccc1O (stereo unspecified)	0.9	-8	0.9	-4	1	1	1	1	-19	5
32	CC(=O)c1sc(NC(=O)C=C(C)C)nc1C	0.9	-6	0.9	2	1	1	1	-2	7	9
33	Cc1ccc(-c2csc3nc(C)n(N)c(=O)c23)cc1	0.9	-8	1	-13	1	1.1	1	-3	-6	9
34	O=C(CN1C(=O)CCS(=O)(=O)c2ccccc21)NCc1ccc2c(c1)OCO2	0.9	12	1	-2	1	1	1	5	-9	10
35	CCOc1ccc(CN2CCNC(=O)C2CC(=O)OC)cc1 (stereo unspecified)	0.9	-12	0.9	1	0.7	1	1	-3	-2	12
36	O=C(O)c1cccc(N/C(=N\S(=O)(=O)c2ccccc2)c2ccccc2)c1	1	-10	1.2	-2	1.1	1	1	-2	-2	-1
37	CCCNC(=O)c1sc2c(c1C(=O)Nc1ccccn1)CCCC2	0.8	-14	0.9	-1	0.9	1	1.1	-6	8	19
38	O=c1c(Cc2ccc(F)cc2)c(O)ccn1C1CC1	1	0	0.9	0	0.9	1	1.1	-5	-7	-2
39	CCCc1nc(NCC2CCCO2)c2nnn(Cc3ccccc3)c2n1 (stereo unspecified)	0.9	-1	1	6	1	0.9	1	-2	5	6
40	Cn1c(Cn2c(=O)sc3ccccc32)nnc1SCC(=O)NCc1ccc(F)cc1	0.9	-7	1	10	1	0.9	1	3	-8	9
41	Cc1nc(=O)c(-c2ccccc2)c(C)n1-c1ccc(O)cc1	0.8	-12	1	34	1.1	0.7	1	-5	-10	20
42	COc1ccccc1N1CCN(C(=O)c2ccc3nc(-c4ccco4)c(-c4ccco4)nc3c2)CC1	0.5	-5	1	8	0.6	0.9	1	2	11	50
43	O=C(CCS(=O)(=O)c1ccc(Br)cc1)Nc1ccccn1	0.9	-11	1	-5	1	1	1.1	-8	-3	7
44	CC(C)CC(N)c1cn([C@@H](CCC(=O)O)C(=O)N2CCNCC2)nn1 (stereo partly specified)	1	-11	1.1	2	1.1	1	1.1	-6	-5	2
45	O=c1oc(/C=C/c2ccccc2)nc2sc3c(c12)CCC3	0.9	-2	0.9	12	1	0.9	1	2	-4	10
46	CCOC(=O)c1nnn(-c2nonc2N)c1CN(C)Cc1ccccc1	0.9	-7	0.9	4	0.9	1	1	1	-3	11
47	CCOC(=O)c1c(C)n(C)c2cc(Br)c(C(=O)OC)cc12	0.6	-4	0.8	16	0.8	0.8	1	-5	1	35
48	CCCOc1ccc(/C=C/C(=O)Nc2ccc([N+](=O)[O-])cc2C)cc1	0.8	-13	0.9	5	1	0.9	1.1	-8	-3	19
49	Clc1ccc(-c2c[n+]3c(n2-c2ccccc2)SCC3)cc1	0.9	-6	1	13	1	0.9	1	-5	97*	6
50	CC(C)(C)c1nc2ccccc2c2nnc(SCC(=O)Nc3nccs3)n12	0.9	4	0.9	-4	1	1	1	-2	3	12

# Part of the list above, in transposed form:
[37] CCCNC(=O)c1sc2c(c1C(=O)Nc1ccccn1)CCCC2
[38] O=c1c(Cc2ccc(F)cc2)c(O)ccn1C1CC1
[39] CCCc1nc(NCC2CCCO2)c2nnn(Cc3ccccc3)c2n1 (stereo unspecified)
[40] Cn1c(Cn2c(=O)sc3ccccc32)nnc1SCC(=O)NCc1ccc(F)cc1
[41] Cc1nc(=O)c(-c2ccccc2)c(C)n1-c1ccc(O)cc1
[42] COc1ccccc1N1CCN(C(=O)c2ccc3nc(-c4ccco4)c(-c4ccco4)nc3c2)CC1
[43] O=C(CCS(=O)(=O)c1ccc(Br)cc1)Nc1ccccn1

Assay by compound	37	38	39	40	41	42	43
Diaphorase act	0.8	1	0.9	0.9	0.8	0.5	0.9
TNAP inh no acc	-14	0	-1	-7	-12	-5	-11
PMI act	0.9	0.9	1	1	1	1	1
bIAP inhibitor	-1	0	6	10	34	8	-5
PMI act hi M6P	0.9	0.9	1	1	1.1	0.6	1
bIAP act	1	1	0.9	0.9	0.7	0.9	1
TNAP act hi DEA	1.1	1.1	1	1	1	1	1.1
TNAP inh hiacc	-6	-5	-2	3	-5	2	-8
Lmaj promast	8	-7	5	-8	-10	11	-3
Diaph inh CS	19	-2	6	9	20	50	7

[44] CC(C)CC(N)c1cn([C@@H](CCC(=O)O)C(=O)N2CCNCC2)nn1 (stereo partly specified)
[45] O=c1oc(/C=C/c2ccccc2)nc2sc3c(c12)CCC3
[46] CCOC(=O)c1nnn(-c2nonc2N)c1CN(C)Cc1ccccc1

Assay by compound	44	45	46
Diaphorase act	1	0.9	0.9
TNAP inh no acc	-11	-2	-7
PMI act	1.1	0.9	0.9
bIAP inhibitor	2	12	4
PMI act hi M6P	1.1	1	0.9
bIAP act	1	0.9	1
TNAP act hi DEA	1.1	1	1
TNAP inh hiacc	-6	2	1
Lmaj promast	-5	-4	-3
Diaph inh CS	2	10	11

# (next part)
no.	Molecule	Diaphorase act	TNAP inh no acc	PMI act	bIAP inhibitor	PMI act hi M6P	bIAP act	TNAP act hi DEA	TNAP inh hiacc	Lmaj promast	Diaph inh CS
51	CCOC(=O)C1CCCN(C(=O)Cn2nc(CC)n3c(cc4sccc43)c2=O)C1 (stereo unspecified)	0.9	-12	1.1	-7	1	1.1	1	-4	-2	9
52	Nc1c(C(=O)NCc2ccc(F)cc2)c2nc3ccccc3nc2n1CCCN1CCOCC1	0.8	12	0.9	-12	0.9	1.1	1	-2	100*	16
53	CN(C)c1ccnc2sc3c(SCc4ccc(Cl)cc4)ncnc3c12	1	-2	1.1	6	1.1	0.9	0.9	7	-6	2
54	Cc1cc(C)n(C(=O)/C(C#N)=N\Nc2ccccc2[N+](=O)[O-])n1	0.8	4	1.1	6	1	0.9	0.9	9	-4	21
